Source: PubChem BioAssay
PHOSPHO1 block: inhibitors of human PHOSPHO1 phosphatase; AID 1565; inhibition, % at 13.3 µM; 1.1% of 290,000 active; recombinant PHOSPHO1, absorbance phosphatase assay; Q8TCT1; in the data active means inhibition above about 60%
MEKK3 PB1 HTS: raises or lowers MEK5 binding to the human MEKK3 PB1 domain; Q99759; bead-based flow cytometry, Alexa488-MEK5 binding to MEKK3; actives lie on both sides; 0 = blocked by unlabeled MEK5, 100 = vehicle; binding response (% of control), % at 10 µM; 1.4% of 290,000 active; AID 1529;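 active means binding response more than 3 SD above or below the average of its plate-row segment, actives on both sides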;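 further: Alexa488 bead fluorescence after subtracting the streptavidin-only scavenger bead signal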
Target sequence (Q99759 whole entry, looked up, the tested form may be a part): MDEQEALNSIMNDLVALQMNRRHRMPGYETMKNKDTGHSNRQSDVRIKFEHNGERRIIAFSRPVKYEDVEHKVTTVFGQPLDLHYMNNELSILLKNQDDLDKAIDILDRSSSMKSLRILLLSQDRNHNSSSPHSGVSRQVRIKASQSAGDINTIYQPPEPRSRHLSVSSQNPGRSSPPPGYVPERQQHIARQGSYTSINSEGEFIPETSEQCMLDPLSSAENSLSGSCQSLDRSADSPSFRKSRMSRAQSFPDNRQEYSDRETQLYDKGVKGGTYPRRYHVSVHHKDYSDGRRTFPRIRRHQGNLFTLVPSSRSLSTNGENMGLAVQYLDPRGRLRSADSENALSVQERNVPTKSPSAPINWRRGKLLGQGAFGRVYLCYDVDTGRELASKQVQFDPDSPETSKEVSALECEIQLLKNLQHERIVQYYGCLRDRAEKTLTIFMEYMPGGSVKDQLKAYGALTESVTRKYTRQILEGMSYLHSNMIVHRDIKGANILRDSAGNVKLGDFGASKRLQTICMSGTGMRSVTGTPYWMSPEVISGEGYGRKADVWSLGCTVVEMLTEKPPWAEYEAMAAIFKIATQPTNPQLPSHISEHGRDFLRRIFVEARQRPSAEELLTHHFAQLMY
p-CIP stab down: lowers stability of the mouse p/CIP coactivator protein; F442A p/CIP-EGFP cells, EGFP fluorescence, 16 h; decrease of EGFP signal, % at 10 µM; 0.01% of 290,000 active; AID 1984;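 active means EGFP signal decrease of at least 30% at 10 µM or well 3 SD below plate mean, unless failing retest; inactive means the rest, including hits failing retest or dose response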; further: some compounds called inactive have numbers as strong as hits; many of its hits are not listed in these tables
IDE cell inh: inhibits human insulin-degrading enzyme in HEK cells; P14735; FAbetaB cleavage, fluorescence polarization; inhibition, % at 5.59 µM; 0.41% of 320,000 active; AID 434962;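 active means percent inhibition above the average of all tested compounds plus 3 SD, set per screening campaign, cut at about 16% in these data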;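 further: IDE supplied by intact live HEK cells; FP after avidin binding of uncleaved biotin substrate so inhibition keeps polarization high; 0% = DMSO wells and 100% = 60 µM reference IDE inhibitor Ii1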
CRFBP-R2 block: blocks CRF-induced signaling of the CRF-BP/CRF-R2 complex | HEK293 CRF-R2/CRF-BP, CRF-induced calcium fluorescence | 0.59% of 350,000 active | inhibition, % at 11.8 µM;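 active means inhibition of the ligand-induced calcium signal above about 50% at the single tested concentration, limit read from the data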
IDE cell activ: boosts human insulin-degrading enzyme activity in HEK cells | P14735 | FAbeta-B cleavage, fluorescence polarization; 0% vehicle, 100% cell-free pure enzyme wells | activation, % at 5.96 µM | 0.073% of 340,000 active | AID 493087;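 active means activation above the mean of all tested compounds plus 3 SD, set per screening campaign, cut at about 17% in these data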
CHRM4 PAM: potentiates acetylcholine response at human M4 receptor. P08173. CHO-K1 hM4/Gqi5, Fluo-8 calcium fluorescence, ACh EC20; 0% = ACh EC20, 100% = maximal ACh. activation, % at 3 µM. 0.4% of 360,000 active;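 active means activation above its plate's cutoff, the mean activation of sample wells plus 3 SD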; further: some results filed as inactive read as strong as hits
GalR3 antag: antagonists of human GalR3; O60755; HEK293 GalR3-CNG cAMP membrane potential fluorescence; galR3 body fused to GalR1 C-terminus; inhibition, % at 3 µM; 0.44% of 360,000 active; AID 651719;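 active means inhibition above the screen-wide average plus 3 SD, cut at about 13% in these data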;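 further: forskolin and galanin both at EC90 stimulate the cells; cAMP rise reported by CNG channel membrane potential dye signal; 0% = forskolin plus galanin with DMSO and 100% = forskolin alone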
Target sequence (O60755 1-299 limits assumed): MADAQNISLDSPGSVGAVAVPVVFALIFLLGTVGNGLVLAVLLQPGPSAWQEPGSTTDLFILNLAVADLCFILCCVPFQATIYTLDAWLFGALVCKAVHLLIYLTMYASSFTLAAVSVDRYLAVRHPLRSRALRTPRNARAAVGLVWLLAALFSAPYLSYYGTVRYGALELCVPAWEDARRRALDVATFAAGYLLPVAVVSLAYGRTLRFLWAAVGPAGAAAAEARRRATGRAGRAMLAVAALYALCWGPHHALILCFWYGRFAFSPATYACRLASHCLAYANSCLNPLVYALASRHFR
CRFBP-R2 agonist: agonists of human CRF-binding protein/CRF-R2 receptor complex; activation, % at 13.2 µM; AID 588473; 0.46% of 350,000 active; HEK293 CRF-R2/CRF-BP, calcium dye fluorescence (FLIPR); percent of saturating CRF peptide response;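 active means activation of at least 50%, plus an integration ratio under a set limit after plate pattern correction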;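 further: plate controls were neutral control wells without compound for no effect and CRF at EC100 for full effect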
The depositor's hits bear a star; / = not tested or not shown.

SMILES	PHOSPHO1 block	MEKK3 PB1 HTS	p-CIP stab down	IDE cell inh	CRFBP-R2 block	IDE cell activ	CHRM4 PAM	GalR3 antag	CRFBP-R2 agonist
O=C(c1ccco1)N(CCC(c1ccccc1)c1ccco1)Cc1ccc(F)cc1 (configuration not stated)	-3	114	-22	6	6	4	-14	/	0.2
COC(=O)C(C)NS(=O)(=O)c1ccc(NC(C)=O)cc1 (configuration not stated)	10	73	-2	8	2	4	4	-2	-1.1
NC(=O)NC(CC(=O)NCCc1ccc(S(N)(=O)=O)cc1)c1ccc(Cl)cc1 (configuration not stated)	-5	94	4	0	-10	7	10	4	2.5
COc1cc(C(=O)Nc2nccs2)c(Br)c(OC)c1OC	-21	102	-30	4	-1	2	-11	3	-0.7
CC(=O)Nc1ccc2cnn(C(C)=O)c2c1	/	/	/	/	16	/	5	3	2.6
O=[N+]([O-])c1cccc(-c2ccc(/C=N/Nc3nc(N4CCCCC4)nc(N4CCCCC4)n3)o2)c1	-12	79	-7	3	6	-1	-4	-5	-1.2
CCC1CCCCN1CCCNC(=O)c1ccc2nc(N3CCCCC3)sc2c1 (configuration not stated)	34	101	-1	4	5	-1	-6	-3	-3.2
CCN(CC)C(=O)N1CCN(S(=O)(=O)c2ccc(C)c(C)c2)CC1	16	100	-3	4	17	-5	1	0	0.2
CCC(Sc1nc2ncccc2[nH]1)C(=O)NC1CCC(C)CC1 (configuration not stated)	-25	102	3	2	25	0	-2	/	-7.3
CCNC(=S)N1CCN(C(c2ccccc2)c2ccccc2)CC1	-26	93	-8	-5	18	-1	-7	-9	-1.5
CCOC(=O)[C@@H]1[C@H]2COc3cc(OC)ccc3[C@@H]2N2C(=O)N(c3ccc(C(F)(F)F)cc3)C(=O)[C@]12C	-7	104	-2	0	-13	4	7	2	3.7
O=C(NCCc1ccccc1)c1ccc2c(c1)S(=O)(=O)c1cc(Cl)ccc1C2=O	/	/	/	1	2	-1	0	-7	-1.4
O=C(Nc1cccc(F)c1)N1CCC(n2c(=O)[nH]c3ccccc32)CC1	18	99	-6	0	-16	0	2	-5	0.5
c1ccc(CNc2ccc(N3CCOCC3)cc2)cc1	/	/	/	-3	0	5	2	0	-1.4
CCCN1C2CCCC1CC(NC(=O)c1ccccc1Br)C2 (configuration not stated)	26	103	4	-3	-4	6	-9	-9	0.1

Eleven successive compounds already listed:
SMILES	PHOSPHO1 block	MEKK3 PB1 HTS	p-CIP stab down	IDE cell inh	CRFBP-R2 block	IDE cell activ	CHRM4 PAM	GalR3 antag	CRFBP-R2 agonist
O=C(c1ccco1)N(CCC(c1ccccc1)c1ccco1)Cc1ccc(F)cc1 (configuration not stated)	-3	114	-22	6	6	4	-14	/	0.2
COC(=O)C(C)NS(=O)(=O)c1ccc(NC(C)=O)cc1 (configuration not stated)	10	73	-2	8	2	4	4	-2	-1.1
NC(=O)NC(CC(=O)NCCc1ccc(S(N)(=O)=O)cc1)c1ccc(Cl)cc1 (configuration not stated)	-5	94	4	0	-10	7	10	4	2.5
COc1cc(C(=O)Nc2nccs2)c(Br)c(OC)c1OC	-21	102	-30	4	-1	2	-11	3	-0.7
CC(=O)Nc1ccc2cnn(C(C)=O)c2c1	/	/	/	/	16	/	5	3	2.6
O=[N+]([O-])c1cccc(-c2ccc(/C=N/Nc3nc(N4CCCCC4)nc(N4CCCCC4)n3)o2)c1	-12	79	-7	3	6	-1	-4	-5	-1.2
CCC1CCCCN1CCCNC(=O)c1ccc2nc(N3CCCCC3)sc2c1 (configuration not stated)	34	101	-1	4	5	-1	-6	-3	-3.2
CCN(CC)C(=O)N1CCN(S(=O)(=O)c2ccc(C)c(C)c2)CC1	16	100	-3	4	17	-5	1	0	0.2
CCC(Sc1nc2ncccc2[nH]1)C(=O)NC1CCC(C)CC1 (configuration not stated)	-25	102	3	2	25	0	-2	/	-7.3
CCNC(=S)N1CCN(C(c2ccccc2)c2ccccc2)CC1	-26	93	-8	-5	18	-1	-7	-9	-1.5
CCOC(=O)[C@@H]1[C@H]2COc3cc(OC)ccc3[C@@H]2N2C(=O)N(c3ccc(C(F)(F)F)cc3)C(=O)[C@]12C	-7	104	-2	0	-13	4	7	2	3.7

Continued:
SMILES	PHOSPHO1 block	MEKK3 PB1 HTS	p-CIP stab down	IDE cell inh	CRFBP-R2 block	IDE cell activ	CHRM4 PAM	GalR3 antag	CRFBP-R2 agonist
COc1cc(/C=C2\SC(c3ccc(C)cc3)=NC2=O)ccc1O	-35	100	4	8	-120	-11	-2	17*	50*
Cc1cc(C)c2nc(-c3ccccn3)cc(C(=O)NCc3ccco3)c2c1	-31	101	-15	-5	8	2	10	2	-1.8
CCOC(=O)N1CCN(C(=O)c2cc(COc3cccc(C(C)=O)c3)on2)CC1	-16	102	-5	-2	-9	6	2	-1	1.2
O=C(CN1CCCC1c1cccs1)N1CCN(S(=O)(=O)c2ccccc2)CC1 (configuration not stated)	/	/	/	/	-3	3	-4	1	-1.9
CCOc1cccc2cc(C(N)=O)c(=N)oc12	20	98	10	/	-4	0	4	-9	0.7
NC(N)=Nc1nc(-c2ccccc2)c2cc(F)ccc2n1	13	106	-1	-10	-13	9	0	0	0.9
Cc1ccc(C(=O)CSc2nnc(C3CC3)n2C2CC2)s1	/	/	/	7	5	-1	6	-6	-0.2
O=C(NC(=O)c1ccc(Cl)cc1)OC1CCCCC1	-15	88	-3	3	-1	5	6	-9	0.2
CCN(c1cccc(C)c1)S(=O)(=O)c1ccc2c3c(cccc13)C(=O)N2	-7	108	-3	10	5	2	-7	-2	-0.4
CC(=O)Nc1ccc(S(=O)(=O)N2CCN(C(=O)c3ncoc3-c3cccc(C)c3)CC2)cc1	-2	102	3	-6	-6	0	-4	-3	0.8
Cc1cccc(NC(=S)NC2CC3CCC(C2)N3Cc2ccco2)c1C (configuration not stated)	-8	111	-7	3	-2	-1	4	-3	-0.2
CCn1cc(CN(C)S(=O)(=O)c2ccc3ccccc3c2)c(C)n1	3	116	-14	10	15	0	1	71*	-1.7
COc1cccc(-c2nn(-c3ccc(C)cc3)cc2C(=O)NCC(c2cccs2)N2CCOCC2)c1 (configuration not stated)	/	/	/	5	-14	5	-8	-5	1.0
CC(C)NC(=O)CN(Cc1ccc(F)cc1)C(=O)CCC(=O)Nc1nccs1	12	103	-6	-6	7	-3	-8	-8	0.2
CCc1ccccc1NC(=S)Nc1cc(OC)c(NC(=O)C(C)C)cc1OC	5	101	0	4	0	6	-2	-9	0.8

One compound at a time (already shown). Order of screens: PHOSPHO1 block, MEKK3 PB1 HTS, p-CIP stab down, IDE cell inh, CRFBP-R2 block, IDE cell activ, CHRM4 PAM, GalR3 antag, CRFBP-R2 agonist
CC(C)NC(=O)CN(Cc1ccc(F)cc1)C(=O)CCC(=O)Nc1nccs1 is listed as 12, 103, -6, -6, 7, -3, -8, -8, 0.2
NC(N)=Nc1nc(-c2ccccc2)c2cc(F)ccc2n1 is listed as 13, 106, -1, -10, -13, 9, 0, 0, 0.9

The list continues.
SMILES	PHOSPHO1 block	MEKK3 PB1 HTS	p-CIP stab down	IDE cell inh	CRFBP-R2 block	IDE cell activ	CHRM4 PAM	GalR3 antag	CRFBP-R2 agonist
COc1cc(NC(=O)c2ccc(F)cc2)c(OC)cc1Cl	-8	109	-2	2	13	-1	-2	-3	-0.6
CC(C)CCOc1cccc(OCC(=O)N(C)C2CCS(=O)(=O)C2)c1 (configuration not stated)	-1	109	-12	5	-1	4	2	3	1.3
O=S1(=O)CCOC[C@H](CC2CCCCC2)N1Cc1cccc(C(F)(F)F)c1	-13	100	-13	-3	-18	3	-5	-7	4.7
C/C(=N\NC(=O)CCCNc1ccc(C)cc1)c1ccccn1	-6	99	-4	8	18	5	1	-4	-1.4
Cc1nn(C)c(C)c1S(=O)(=O)N1CCCC(C(=O)N2CCN(c3ccccc3)CC2)C1 (configuration not stated)	-1	/	-11	4	11	1	-6	/	2.0
Cc1ccc(Nc2c([N+](=O)[O-])c(=O)oc3ccccc23)cc1	32	88	-10	-3	3	3	-1	-1	0.1
COc1ccc(OC)c(-n2c(=S)[nH]c3cc(C(=O)N4CCCCC4)ccc3c2=O)c1	16	104	-6	0	7	-1	1	1	2.0
CCC(CO)Oc1cc(NCc2ccc(C)cc2)c2ncn(C(C)C)c2c1 (configuration not stated)	/	/	/	2	-1	4	17	-3	0.4
CC(=O)Nc1c(C(=O)C2CC2)oc2ccccc12	21	99	8	1	6	1	17	/	-0.3
O=C(CCCCCNC(=O)c1ccccc1)N/N=C/c1ccccc1O	8	81	-5	-4	37	5	2	0	-1.3
Cc1noc(C)c1C(=O)N1CCN(Cc2ccccc2)CC1	11	102	-8	1	3	-5	9	-4	-0.1
CCOC(=O)C1(CCCc2ccccc2)CCN(C(=O)c2n[nH]c(CC)c2C)CC1	/	/	/	/	7	/	-2	-9	-0.1
N#CCC(=O)Nc1ccc(C(=O)OCC(=O)N(Cc2ccccc2)C2CCS(=O)(=O)C2)cc1 (configuration not stated)	2	95	-1	8	-3	4	1	-8	-1.5
c1ccc(-c2noc(-c3ccc4c(c3)OCO4)n2)nc1	26	101	-3	-1	2	-2	-5	-1	1.9
CCOc1ccccc1CN1CCN(S(=O)(=O)CC)CC1	7	100	14	-1	19	1	-2	-9	-0.5
C=CCN(C(C(=O)OC)C(C)C)S(=O)(=O)CCNCc1ccccc1 (configuration not stated)	/	/	/	/	-5	4	9	-6	2.1
Cc1cccnc1NC(=S)NC(=O)c1cncc(Br)c1	-23	100	-6	2	-11	4	-12	-7	0.6
COc1ccccc1C(=O)OCC(=O)NC(C)CCc1ccccc1 (configuration not stated)	16	102	-1	5	2	7	-4	-10	-1.2
Cc1cccc(Oc2cc([N+](=O)[O-])cc3c2C(=O)Nc2ccccc2O3)c1	-7	94	-4	1	-45	0	-9	-4	7.5
CC(=O)N/N=C(/c1ccccc1)C(O)c1ccccc1 (configuration not stated)	8	109	-4	/	12	6	-2	-1	-0.3
COc1ccc(C(=O)NC=C2C(=O)OC(C)(C)OC2=O)cc1	38	107	-1	4	12	6	0	-5	-1.1
C/C(=N\NC(=O)c1nnn(-c2nonc2N)c1COc1ccc(F)cc1)c1ccc(Cl)cc1	37	107	-3	0	-9	8	-8	7	1.5
CC(=O)N1c2ccc(S(=O)(=O)NCCC(=O)N3CCCC(C)C3)cc2CC1C (configuration not stated)	38	99	4	-2	4	0	-1	7	-1.4
CCC(=O)Nc1ccccc1C(=O)N1CCN(Cc2ccccc2)CC1	-25	104	-2	-4	8	8	0	2	-1.3
Cc1ccc(-c2nc(SC(C)C(=O)N3CCCC3)n[nH]2)cc1 (configuration not stated)	/	/	/	4	-5	6	4	-2	-0.6
O=[N+]([O-])c1cnc(Sc2ccncn2)s1	-19	98	-19	0	13	-5	-7	2	0.2
Cc1cc(=O)n2[nH]c(SCc3c(F)cccc3Cl)nc2n1	/	/	/	-3	6	0	-6	-2	-1.4
Cc1ccc(S(=O)(=O)N2C[C@H]3[C@H]4C(=O)N(c5ccccc5)C(=O)[C@H]4C[C@H](OC(=O)Nc4c(C)noc4C)[C@@]3(O)C2)cc1	/	/	/	/	-3	/	-4	-7	-1.5
O=C(COC(=O)c1cc(S(=O)(=O)N2CCOCC2)ccc1F)NCCc1ccc(F)cc1	/	/	/	1	11	3	1	-2	-0.2
CN1CC(=O)N(CC(=O)Nc2ccc(Cl)c(C(F)(F)F)c2)C1=O	9	99	1	3	-23	-2	10	-4	2.5
O=C(Cc1cccs1)Nc1nnc(C2CC2)s1	11	101	-6	-8	-29	-2	-11	-1	-3.8
